# Bioassay records: PubChem BioAssay, several laboratories
# bIAP activator: intestinal alkaline phosphatase (bovine) activation; purified bovine IAP, CDP-star luminescence, 30 min; active compounds read high; fold of DMSO-control signal, blank-subtracted; activation factor at 20 µM; 0.17% of 200,000 active; AID 1016;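 active means activation factor of 2 or more at 20 µM, a signal rise over negative controls twice the positive control's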
# bIAP inh: blocks bovine intestinal alkaline phosphatase activity; purified bovine IAP, CDP-star luminescence, 30 min; inhibition, % at 20 µM; 190,000 tested, under 10 active;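 active means over 50% inhibition of intestinal alkaline phosphatase at 20 µM in the single-dose screen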
#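 test system = bovine IAP enzyme | medium = DEA buffer 100 mM, pH 9.8, with MgCl2 1.0 mM, ZnCl2 0.02 mM | detection = luminescence | dosing = single compound dose of 20 µM, 2% DMSO final | incubation = 30 min reaction at room temperature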
# TNAP inh hiacc: TNAP (human) inhibition, high acceptor | P05186 | purified TNAP, CDP-star luminescence, 1 M DEA | inhibition, % at 20 µM | 0.03% of 200,000 active | AID 1135;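 active means over 50% inhibition of tissue-nonspecific alkaline phosphatase at 20 µM in the single-dose screen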;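 further: plate controls were DMSO wells for no effect and EDTA-quenched wells as full inhibition for full effect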
# Target sequence (P05186 whole entry, looked up): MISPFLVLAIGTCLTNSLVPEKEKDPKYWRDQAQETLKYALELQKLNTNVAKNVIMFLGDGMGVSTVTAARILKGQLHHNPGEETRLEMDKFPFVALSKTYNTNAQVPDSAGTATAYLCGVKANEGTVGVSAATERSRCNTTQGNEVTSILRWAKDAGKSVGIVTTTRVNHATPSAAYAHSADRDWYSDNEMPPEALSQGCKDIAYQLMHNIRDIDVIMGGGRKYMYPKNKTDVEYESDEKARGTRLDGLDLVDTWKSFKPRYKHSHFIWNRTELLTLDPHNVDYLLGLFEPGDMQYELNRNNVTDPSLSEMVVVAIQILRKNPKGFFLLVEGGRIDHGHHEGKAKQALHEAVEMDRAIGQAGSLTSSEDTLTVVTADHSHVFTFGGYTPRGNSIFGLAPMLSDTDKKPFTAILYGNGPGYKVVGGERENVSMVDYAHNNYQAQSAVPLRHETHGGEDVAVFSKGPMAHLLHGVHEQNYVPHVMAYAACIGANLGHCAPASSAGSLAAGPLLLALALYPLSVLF
# PMI activator: phosphomannose isomerase (human) activation. activation factor at 20 µM. P34949. purified human PMI, coupled resazurin fluorescence, 20 min; active compounds read high; 1 = vehicle control, 0 substrate-free wells. 0.005% of 190,000 active. AID 1214;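 active means activation factor of 2 or more at 20 µM, relative to plate controls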
# Target sequence (P34949 whole entry, looked up): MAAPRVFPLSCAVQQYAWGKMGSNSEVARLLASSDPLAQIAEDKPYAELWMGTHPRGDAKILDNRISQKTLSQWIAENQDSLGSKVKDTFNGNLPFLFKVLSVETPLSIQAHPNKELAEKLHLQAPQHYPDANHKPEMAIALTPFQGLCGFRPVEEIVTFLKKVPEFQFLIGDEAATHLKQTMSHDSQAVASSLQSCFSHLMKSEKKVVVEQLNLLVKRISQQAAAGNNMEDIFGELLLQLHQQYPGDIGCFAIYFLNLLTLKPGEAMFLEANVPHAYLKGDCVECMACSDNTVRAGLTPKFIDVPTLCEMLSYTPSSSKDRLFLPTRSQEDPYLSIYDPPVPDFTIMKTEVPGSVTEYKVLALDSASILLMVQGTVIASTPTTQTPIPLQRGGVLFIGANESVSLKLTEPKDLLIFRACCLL
# L major viab: Leishmania major promastigote growth inhibition | Leishmania major promastigotes, resazurin fluorescence viability | inhibition, % at 10 µM | 9% of 200,000 active; in the data active means inhibition above about 50%;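 further: promastigotes grown with compound for 44 hours at 28 °C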
# Diaph act CS: diaphorase activation or chemical reduction counter-screen | Diaphorase/resazurin coupled assay, resorufin fluorescence, 16 min; active compounds read high; 1 = vehicle wells, 0 = NADH-free wells | activation factor at 20 µM | 0.005% of 190,000 active | AID 1229;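 active means diaphorase activity raised at least twofold by the compound at 20 µM; inactive means activation factor below 2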
#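 Test system: Clostridium kluyveri diaphorase, purified enzyme; input: enzyme 0.07 U/mL final; buffer or medium: 50 mM HEPES pH 7.4 with 4.542 mM MgCl2, 0.005% Tween 20; also added: 0.114 mM NADH and 0.1 mM resazurin, final amounts; schedule: 16 min enzyme reaction, ambient temperature; technique: fluorescence of resorufin, 544 nm excitation, 590 nm emission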
# TNAP inh no acc: TNAP (human) inhibition, acceptor-free conditions; 0.26% of 200,000 active; P05186; inhibition, % at 20 µM; purified TNAP, CDP-star luminescence, 30 min;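 active means tissue-nonspecific alkaline phosphatase inhibition above about 50% at 20 µM in the single-dose screen, limit read from the data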;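 further: 0% = DMSO negative control and 100% = EDTA positive control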
# PMI act satM6P: PMI (human) activation, high substrate; coupled PMI enzyme assay, resazurin fluorescence, 20 min; active compounds read high; 1 = untreated enzyme, 0 = substrate-free blank; P34949; 0.34% of 190,000 active; activation factor at 20 µM;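 active means activation factor of 2 or more at 20 µM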
#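 Test system: human phosphomannose isomerase with PGI, G6PDH, diaphorase coupling enzymes; Amount: PMI at 15 ng/mL final; Reagent: Mannose-6-phosphate 1.0 mM (near-saturating) plus 0.22 mM NADP+; Timing: 20 min, room temperature; Technique: resorufin fluorescence at Ex 544/Em 590 nm; Dosing: 20 µM single dose.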
# Diaphorase inh: counter-screen for diaphorase-based assays: diaphorase inhibitors and chemical oxidizers; diaphorase resazurin-to-resorufin fluorescence, NADH, 16 min; bacterial (C. kluyveri) enzyme, not human; inhibition, % at 20 µM; 0.69% of 190,000 active; AID 1217;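 active means primary screen inhibition at 20 µM above a set limit, cut at about 50% in these data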;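 further: plate controls were DMSO with full reaction for no effect and wells lacking NADH for full effect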
#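 System: Diaphorase enzyme from Clostridium kluyveri | Amount: Enzyme working solution with 0.14 U/mL diaphorase | Benchmarks: No-NADH positive control and DMSO neutral control | Signal: Fluorescence of resorufin formed from resazurin, Ex 544/Em 590 nm | Schedule: 16-min room-temperature incubation before reading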
# TNAP act hiacc: activators of human TNAP at high phosphate acceptor concentration; purified TNAP, CDP-star luminescence, 1 M DEA, 30 min; active compounds read high; 0 = EDTA background, 1 = DMSO-only activity; activation factor at 20 µM; 200,000 tested, under 10 active;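 active means activation factor at least 2 at 20 µM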
#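 Dosing: 20 µM single point. System: human TNAP. Amount: TNAP 1/800 final. Incubation: 30 min, room temperature. Read-out: TNAP activation factor scaled between EDTA and DMSO control wells. Signal: luminescence from CDP-star hydrolysis. Medium: 1 M DEA, pH 9.8, Mg2+, Zn2+. Control set: EDTA negative control, DMSO positive control.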
# Starred values were filed as active, the others as inactive; / = not tested or not shown. The order is random, and some 10% of all compounds hit somewhere here.
# The first six records (preview)
# Values in the order – bIAP activator	bIAP inh	TNAP inh hiacc	PMI activator	L major viab	Diaph act CS	TNAP inh no acc	PMI act satM6P	Diaphorase inh	TNAP act hiacc
CCOC(=O)c1c(-c2ccccc2)nnn1-c1nc(OC)nc(N2CCOCC2)n1
 : 1	4	-8	0.9	3	0.8	-18	1	17	1.1
CC(SCC(=O)NC(C)C1CC2CCC1C2)C(=O)O (configuration not stated)
 : 0.8	20	-1	1	8	1.1	-13	1	-7	1
Cc1cccc(OC(=O)c2ccncc2)c1C
 : 1.1	-13	-3	1.1	-4	1	-20	1.1	1	1
COc1ccccc1N1CCN(C2CC(=O)N(C)C2=O)CC1 (configuration not stated)
 : 1	2	-1	1	3	0.9	-1	0.9	8	1
Cn1c(CCNC(=O)c2ccco2)nc2cc(NC(=O)c3ccco3)ccc21
 : 0.9	7	-1	1	-3	0.9	7	0.9	8	1
O=C(CNC(=O)c1cccs1)NCCN1CCC(Cc2ccccc2)CC1
 : 1	-2	-4	0.8	5	0.9	-8	0.9	14	1

# This part in full, from the start:
# Values in the order – bIAP activator	bIAP inh	TNAP inh hiacc	PMI activator	L major viab	Diaph act CS	TNAP inh no acc	PMI act satM6P	Diaphorase inh	TNAP act hiacc
CCOC(=O)c1c(-c2ccccc2)nnn1-c1nc(OC)nc(N2CCOCC2)n1
 : 1	4	-8	0.9	3	0.8	-18	1	17	1.1
CC(SCC(=O)NC(C)C1CC2CCC1C2)C(=O)O (configuration not stated)
 : 0.8	20	-1	1	8	1.1	-13	1	-7	1
Cc1cccc(OC(=O)c2ccncc2)c1C
 : 1.1	-13	-3	1.1	-4	1	-20	1.1	1	1
COc1ccccc1N1CCN(C2CC(=O)N(C)C2=O)CC1 (configuration not stated)
 : 1	2	-1	1	3	0.9	-1	0.9	8	1
Cn1c(CCNC(=O)c2ccco2)nc2cc(NC(=O)c3ccco3)ccc21
 : 0.9	7	-1	1	-3	0.9	7	0.9	8	1
O=C(CNC(=O)c1cccs1)NCCN1CCC(Cc2ccccc2)CC1
 : 1	-2	-4	0.8	5	0.9	-8	0.9	14	1
CCN(CC)S(=O)(=O)c1cccc(NC(=O)CN2C(=O)c3ccc([N+](=O)[O-])cc3C2=O)c1
 : 0.7	26	-4	0.9	-5	0.9	-24	1	14	1
Cc1ccc(S(=O)(=O)N2CCN(c3cnn(C)c(=O)c3Cl)CC2)cc1
 : 0.9	13	-7	1	5	1	-8	1	3	1.1
COC(=O)c1sccc1NC(=S)N1CCN(c2cccc(C)c2C)CC1
 : 0.9	5	0	1	0	0.9	-7	1	8	1
CCN(CC)C(=O)CSc1ccc(C(F)(F)F)cc1[N+](=O)[O-]
 : 1	4	1	1	-2	0.9	-6	1	11	1
CCOc1ccc(N/C(=C(/C(Cl)=C(Cl)Cl)[N+](=O)[O-])n2cncn2)cc1
 : 0.9	7	1	1.3	-1	0.8	-4	1.6	18	1
CCOc1cc(C(=O)NC)cc(Br)c1OC
 : 0.9	9	-8	1.1	-3	1	-12	1.1	3	1.1
Cc1ccc(S(=O)(=O)C(C#N)c2nc3ccccc3nc2N2CCN(C)CC2)cc1C (configuration not stated)
 : 1	3	1	1	-3	1	-5	1	4	1
O=c1[nH]c(Nc2ccc3c(c2)OCCO3)nnc1Cc1ccccc1
 : 1.3	-28	6	1	-6	1	3	0.9	1	0.9
O=C(CSc1ncnc2sc3c(c12)CCCC3)c1ccco1
 : 0.9	13	-5	1	2	0.7	-8	1	25	1
CCOc1ccccc1-n1nnnc1SCC(=O)NC(=O)Nc1ccc2c(c1)OCCO2
 : 0.9	6	0	0.9	-1	0.9	-6	1	14	1
Cc1ccc(N2CCN(c3cc(C)nc4c5c(C)cc(C)nc5nn34)CC2)cc1
 : 0.9	7	-5	1.1	/	0.9	-14	1.1	8	1.1
O=C1CC(Nc2ccc(N3CCOCC3)cc2)C(=O)N1c1cccc(C(F)(F)F)c1 (configuration not stated)
 : 1	-2	-3	0.8	-10	0.9	-10	0.9	10	1
O=C(CCC1CCCCC1)NCc1ccccn1
 : 1.1	-10	-4	1	-3	1	-8	1.1	-1	1
O=C1N=c2ccc(Br)cc2=C1c1sc(=S)n(NS(=O)(=O)c2ccccc2)c1O
 : 1	1	2	0.9	-5	0.7	26	0.6	25	1

# Overlap with the part before: 2 compounds, then new ones.
# Values in the order – bIAP activator	bIAP inh	TNAP inh hiacc	PMI activator	L major viab	Diaph act CS	TNAP inh no acc	PMI act satM6P	Diaphorase inh	TNAP act hiacc
O=C(CCC1CCCCC1)NCc1ccccn1
 : 1.1	-10	-4	1	-3	1	-8	1.1	-1	1
O=C1N=c2ccc(Br)cc2=C1c1sc(=S)n(NS(=O)(=O)c2ccccc2)c1O
 : 1	1	2	0.9	-5	0.7	26	0.6	25	1
Cc1ccc(C(NC(=O)N2CCN(C)CC2)C(Cl)Cl)cc1F (configuration not stated)
 : 1.1	-9	-1	1.4	-4	1	-4	1.6	0	1
COC(=O)CSc1ccc2nnc(-c3ccc(F)cc3)n2n1
 : 0.9	8	2	0.8	-1	0.9	-2	0.9	13	1
CCN1C(=O)c2cccc3c(NC(=O)c4ccc(OC)c(OC)c4)ccc1c23
 : 0.9	15	-3	0.9	100*	0.9	-11	0.9	14	1
O=S(=O)(c1ccc(C2CCCCC2)cc1)N1CCOCC1
 : 1	0	-2	1	-5	1	-3	1	4	1
O=C(CN(C(=O)Cn1nnc(-c2cccs2)n1)c1ccc2c(c1)OCCO2)NCc1ccccc1
 : 1.8	-77	0	0.9	95*	1	-10	1	-4	1
O=c1oc2ccccc2cc1-c1nc2c(s1)CCCC2
 : 1.1	-7	-3	0.9	3	0.8	-16	0.9	24	1
O=C(CCCc1ccccc1)Nc1cccc2c1CCCC2
 : 0.7	26	-5	1	14	1	-3	1.1	3	1.1
CCOc1ccccc1NC(=O)Nc1cccc(C(C)=O)c1
 : 0.8	22	-9	0.9	5	0.7	-13	0.9	30	1.1
CC(=O)c1ccc(OCCOc2ccc(Cl)c3cccnc23)cc1
 : 1.1	-10	-3	0.9	7	0.9	-11	0.9	14	1
Cc1ccc(SCCC(=O)Nc2ccc(Br)c(C)c2)cc1
 : 1	1	-8	0.8	0	0.8	-14	0.9	24	1.1
O=C(CSc1nc2ccccc2s1)N/N=C/c1ccco1
 : 1	0	2	1	-2	0.8	-4	0.8	17	1
O=C(CN1CCOCC1)NNC(=S)Nc1ccc(Cl)cc1
 : 1.5	-47	-4	1	-6	0.9	-140	1	6	1
CCOc1ccc(-c2nn3c(-c4ccccc4)nnc3s2)cc1
 : 1	-1	-4	0.8	-2	0.9	-1	0.8	15	1
CC(C)(C)NC(=O)C(c1ccncc1)N(C(=O)Cn1nnc(-c2ccc(F)cc2)n1)c1cccc(F)c1 (configuration not stated)
 : 1.1	-6	-4	0.9	8	0.8	-1	0.9	17	1
CCOC(=O)C(/C(C)=N/NC(=O)C1CC1c1ccccc1)C(C)C (configuration not stated)
 : 1.1	-9	5	0.9	13	0.9	-5	0.9	8	0.9
O=c1c(Sc2ccccc2)c(C(F)(F)F)[nH]n1-c1ccccc1
 : 0.9	7	-3	1	-8	0.8	-12	1	19	1
Cc1ccc(Cn2nnc(C(=O)Nc3cccc(C)c3C)c2N)cc1
 : 0.9	8	8	0.9	-6	0.8	-7	0.9	15	0.9
COc1ccc(C(=O)CSc2nc(C(C)(C)C)nc3ccccc23)cc1
 : 0.9	14	-1	0.8	7	0.9	-2	0.9	12	1
CCOC(=O)C1CCN(C(=O)CC(NS(=O)(=O)c2ccc(OC)cc2)C(C)C)CC1 (configuration not stated)
 : 1	-5	-1	1	1	1.1	-16	1.1	-6	1
CCOC(=O)CSc1nc(=O)n2cccc(C)c2n1
 : 1	0	5	1	0	0.9	-3	1	12	0.9

# Continuation.
# Values in the order – bIAP activator	bIAP inh	TNAP inh hiacc	PMI activator	L major viab	Diaph act CS	TNAP inh no acc	PMI act satM6P	Diaphorase inh	TNAP act hiacc
COc1cc(C2C3C(=O)N(c4ccccc4)C(=O)C3ON2c2ccccc2)ccc1O (configuration not stated)
 : 1.1	-10	-5	1	-4	1	-10	1	-2	1.1
CN1CCCCc2c1nc1c(c2N)CCCC1
 : 0.9	6	-8	1.1	5	1	2	1.2	2	1.1
O=[N+]([O-])c1ccc(N/N=C/c2cn(-c3ccccc3)nc2-c2ccccc2)cc1
 : 0.7	25	17	1	7	1	20	1	0	0.8
Cn1nc(Oc2ncc(C(F)(F)F)cc2Cl)cc1C(F)(F)F
 : 1.2	-16	1	0.9	-4	1	-8	1	1	1
COc1ccc(CCNC(=O)C(=O)NCc2ccccc2C)cc1OC
 : 1	-1	-3	1	-1	0.9	-8	1.1	5	1
CC(=O)N(CN1C(=O)C2CC=CCC2C1=O)c1cccc(Cl)c1 (configuration not stated)
 : 1	-2	-9	1	-10	0.8	-11	0.9	17	1.1
c1ccc(-c2csc(-c3cccnc3)n2)cc1
 : 0.9	6	-6	0.9	-3	0.8	-7	1	16	1.1
Cc1nnc(SCCn2c(N3CCC(C)CC3)nc3c2c(=O)[nH]c(=O)n3C)s1
 : 1	-4	2	0.9	10	0.9	-2	0.9	10	1
Cc1ccccc1NC(=O)c1onc2c1CCCC2
 : 1	4	-4	1.1	-6	1	1	1.1	-4	1
C/C(=N\Nc1cc(-c2ccccc2)nc(-c2ccccc2)n1)c1ccc(O)c(C)c1
 : 0.9	11	-1	0.8	13	0.8	-1	0.9	16	1
O=c1[nH]c(SCc2ccc(F)cc2Cl)nc2ccccc12
 : 1.1	-9	-5	1.1	10	1	-8	1.1	-4	1.1
O=C(CNC1CCCCCC1)Nc1ccc(S(=O)(=O)NC2CC2)cc1
 : 0.8	23	0	0.9	30	0.9	-2	0.9	11	1
CC(C(=O)NC(=O)NC1CCCCC1)N1CCN(C(c2ccccc2)c2ccccc2)CC1 (configuration not stated)
 : 1	5	-6	0.8	39	0.7	-7	0.8	32	1.1
N#CNC(=Nc1ccc(F)cc1)SCc1ccccc1
 : 0.9	10	-1	1	-4	0.8	-11	1	15	1
CC(C)(C)c1ccc(Cn2ccc(-c3ccc4c(c3)OCO4)n2)cc1
 : 1	-2	0	0.9	-4	1	-1	0.9	4	1
